OX1R FRET antag: OX1R (human) antagonism; O43613; OX1R-expressing cells, FRET antagonist read-out; inhibition, % at 6.6 µM; hit rate 1.8% among 330,000; in the data active means inhibition mostly above about 38%, no sharp cut-off; inactive means mostly below about 40%;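 further: 0% = agonist challenge alone and 100% = reference antagonist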
Target sequence (O43613 whole entry, looked up): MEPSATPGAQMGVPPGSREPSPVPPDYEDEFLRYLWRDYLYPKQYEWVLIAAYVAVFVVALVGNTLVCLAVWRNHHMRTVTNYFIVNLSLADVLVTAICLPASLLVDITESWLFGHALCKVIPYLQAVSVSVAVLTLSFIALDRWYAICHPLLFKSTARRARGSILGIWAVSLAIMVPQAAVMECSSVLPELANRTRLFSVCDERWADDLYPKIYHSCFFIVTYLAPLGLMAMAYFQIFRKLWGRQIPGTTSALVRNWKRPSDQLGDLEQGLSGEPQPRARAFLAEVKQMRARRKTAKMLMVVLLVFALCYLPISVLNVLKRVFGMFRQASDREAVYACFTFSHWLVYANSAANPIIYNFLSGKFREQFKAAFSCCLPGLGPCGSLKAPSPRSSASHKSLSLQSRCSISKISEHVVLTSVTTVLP
STK33 inh: human STK33 kinase inhibition; AID 2661; Q9BYT3; purified STK33, MBP phosphorylation, ADP-Glo luminescence; inhibition, % at 10 µM; hit rate 0.073% among 320,000;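 active means inhibition at or above 25%, using the most active replicate where run in duplicate; inactive means inhibition below 25%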
Target sequence (Q9BYT3 whole entry, looked up): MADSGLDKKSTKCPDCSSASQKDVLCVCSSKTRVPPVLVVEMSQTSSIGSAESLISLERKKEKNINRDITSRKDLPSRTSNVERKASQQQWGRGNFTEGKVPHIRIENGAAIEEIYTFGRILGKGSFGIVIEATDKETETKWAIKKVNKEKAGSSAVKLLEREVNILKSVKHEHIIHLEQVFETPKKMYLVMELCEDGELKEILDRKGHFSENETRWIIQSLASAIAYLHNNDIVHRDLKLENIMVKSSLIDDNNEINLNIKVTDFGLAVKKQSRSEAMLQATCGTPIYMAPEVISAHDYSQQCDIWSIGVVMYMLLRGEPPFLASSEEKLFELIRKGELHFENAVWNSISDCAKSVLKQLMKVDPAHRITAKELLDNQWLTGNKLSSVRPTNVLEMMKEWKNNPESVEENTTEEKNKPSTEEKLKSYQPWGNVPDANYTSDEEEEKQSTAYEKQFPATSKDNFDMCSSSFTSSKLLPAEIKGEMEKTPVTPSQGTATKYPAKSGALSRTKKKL
Numbers without * were called inactive; . = no result given.

SMILES	OX1R FRET antag	STK33 inh
CCN(C(=O)COC(=O)CCS(=O)(=O)c1ccc(C)cc1)C1CCS(=O)(=O)C1 (configuration not stated)	20.6	-0.4
COc1ccc(-n2nnnc2Sc2ccc(S(=O)(=O)N3CCOCC3)cn2)cc1	4.5	-5.3
COC(CNC(=O)c1cc(C)nn1-c1ccccc1)OC	12.6	0.1
COc1ccc(C)cc1Nc1n[n+](-c2ccccc2)c(-c2cc(OC)c(OC)cc2Br)s1	24.4	0.0
Cc1ccc(C2CCN(C(=O)Nc3ccccc3)C2)cc1 (configuration not stated)	19.2	2.0
CC(Sc1nnc(N)s1)C(=O)Nc1ccc2c(c1)OCCO2 (configuration not stated)	-9.8	-1.2
CCN1CCN(CC(=O)Nc2cc(C(F)(F)F)ccc2OCCOC)CC1	17.4	8.4
O=C1C2CCCN2C(=O)N1CCCN1CCN(c2cccc(Br)c2)CC1 (configuration not stated)	14.1	1.1
CCN(CC)C(=O)C1CCCN(c2ccc([N+](=O)[O-])cc2/C=N/NC(=O)c2cccc(Br)c2)C1 (configuration not stated)	8.1	-0.4
OCCSc1nc(-c2ccccc2)nc2c1CCC2	43.3	0.8
O=C(NNC(=O)c1ccc(-c2ccccc2)cc1)Nc1ccc(F)cc1F	22.8	-0.8
COC(=O)c1c(C(=O)OC)c2ccccn2c1C(=O)c1ccccc1	2.8	2.3
CCOc1ccccc1NC(=O)CCn1ccnc1	4.0	-1.0
CCC(C)(C)NC(=O)CN(Cc1ccc(F)cc1)C(=O)CCC(=O)Nc1ccccn1	32.9	0.3
Cc1ccc(-n2nc3c(N4CCC(C(=O)NCc5cccc(F)c5)CC4)nnc(C)c3c2C)cc1	7.5	-1.2
O=C1CCc2cc(S(=O)(=O)NC(Cc3ccccc3)C(=O)NCC3CCCO3)ccc2N1 (configuration not stated)	16.9	0.4
CCOCC(=O)Nc1cc(C(=O)Nc2ccccc2)ccc1Cl	24.9	-2.3
CCCc1cn(S(=O)(=O)c2ccc(OC)cc2OC)nc1N	6.0	0.0
CCCCn1c(SCC(=O)NC2CC(C)(C)NC(C)(C)C2)nc2cc(S(N)(=O)=O)ccc21	7.9	2.5
Cc1ccc(CN2CCc3[nH]c(=O)[nH]c(=O)c3C2)cc1	12.0	2.3
Cc1ccc(NC(=O)CCNS(=O)(=O)c2ccc3c(c2)CCC(=O)N3)c(Br)c1	1.0	-0.4
CN1C/C(=C/c2cccs2)C(=O)/C(=C\c2cccs2)C1	20.2	-1.1
Cc1ccccc1CSCC(=O)N1CCN(c2ccccc2)CC1	8.3	1.4
O=C(O)/C=C/C(=O)Nc1ccc(O)cc1	19.8	0.5
CCOC(=O)c1ccc(-c2ccc3c(=O)c4ccccc4n(C)c3c2)cc1F	65.6*	-0.2
O=[N+]([O-])c1ccc(OC/C=C2\Oc3ccc([N+](=O)[O-])cc3C2N2CCOCC2)cc1 (configuration not stated)	26.1	-1.8
CC1(C)CCCC(C)(C)N1CC(O)COCCOc1ccc(Br)cc1 (configuration not stated)	6.5	-0.7
C=CCNC(=O)c1ccc(C)c(Br)c1	13.4	-0.7
COc1cccc(/C=N/Nc2ncnc3c2[nH]c2ccc(C)cc23)c1OC	14.2	0.2
Cc1cc(C)c(S(=O)(=O)N(C)CC(=O)N2CCCCC2)c(C)c1	26.7	-1.9
Cc1cc(NC(=O)CCC(=O)N(c2ccccc2)C(C(=O)NC2CCCC2)c2ccccc2C)no1 (configuration not stated)	4.6	-0.8
C=C(C)Cn1c(SCCCO)nc2c1c(=O)[nH]c(=O)n2C	20.1	-0.9
O=C(c1ccc2c(=O)n(C3CCCC3)c(=S)[nH]c2c1)N1CCCCCC1	12.6	0.3
O=C(COC(=O)CSc1ccc(F)cc1)NCc1ccco1	1.5	0.4
CN(C)S(=O)(=O)c1ccc2nc(NC(=O)c3cccs3)sc2c1	9.1	2.2
Cn1cc(S(=O)(=O)NC(c2ccccc2)c2ccccc2)c(=O)n(C)c1=O	12.2	0.9

Five compounds drawn at random from the list so far, as already listed:
SMILES	OX1R FRET antag	STK33 inh
Cn1cc(S(=O)(=O)NC(c2ccccc2)c2ccccc2)c(=O)n(C)c1=O	12.2	0.9
CCOC(=O)c1ccc(-c2ccc3c(=O)c4ccccc4n(C)c3c2)cc1F	65.6*	-0.2
O=C(c1ccc2c(=O)n(C3CCCC3)c(=S)[nH]c2c1)N1CCCCCC1	12.6	0.3
O=[N+]([O-])c1ccc(OC/C=C2\Oc3ccc([N+](=O)[O-])cc3C2N2CCOCC2)cc1 (configuration not stated)	26.1	-1.8
C=CCNC(=O)c1ccc(C)c(Br)c1	13.4	-0.7

Other compounds:
SMILES	OX1R FRET antag	STK33 inh
COC(=O)c1cccc(N2C(=O)C3C4C=CC(CC4)C3C2=O)c1 (configuration not stated)	7.0	0.1
Cc1ccc(NS(=O)(=O)c2ccc(C(=O)NCCCN3CCOCC3)cc2)cc1	16.1	-0.1
CCOC(=O)Nc1cccc(NC(=O)c2cc(OC)cc(OC)c2)c1	10.6	-1.0
Cc1cc(Cl)c2oc(C(=O)NCCN3CCCCC3CO)c(C)c2c1 (configuration not stated)	31.7	-2.3
CCOC(=O)COc1ccc(S(=O)(=O)NCc2ccco2)cc1	16.2	0.0
COc1ccc(CCNc2nc(-c3cccnc3)nc3ccccc23)cc1OC	36.0	3.2
CCCC(=O)n1nc(-c2ccc(Cl)cc2)nc1SC	19.1	-1.2
COc1cccc(NC(=O)CCN2CCOCC2)c1	-3.9	-1.2
CCCc1cc(C(=O)Cc2nc3ccccc3s2)c(O)cc1O	8.4	2.1
CCOC(=O)N1CCN(C(=O)CCn2c(=S)[nH]c3ccsc3c2=O)CC1	1.0	-1.9
NC(CO)C(=O)NNCc1ccc(O)c(O)c1O (configuration not stated)	24.3	-2.3
CCCC(=O)Nc1ccccc1NC(=O)c1ccc(OC)cc1	22.2	-1.1
CCn1cc(CN2CCC(n3nccc3NC(=O)c3ccccc3C)CC2)c(C)n1	11.2	-1.8
COc1cc(SC)ccc1C(=O)OCC(=O)NC1CCCC1	17.0	-0.1
O=C(CSCc1c(Cl)cccc1Cl)Nc1ccc2c(c1)OCCO2	21.2	-0.8
Cc1occc1C(=O)N1CCCC(N2CCN(c3cccc(Cl)c3)CC2)C1 (configuration not stated)	19.0	-1.8
O=C1NCCc2cc3c(cc21)OCO3	17.4	1.5
CS(=O)(=O)N(CC(=O)Nc1ccc(S(=O)(=O)N2CCOCC2)cc1)c1ccccc1Br	16.1	1.7
COc1cc(C)c(S(=O)(=O)N2CCOCC2)cc1C	21.4	-0.4
COc1ccc2sc(-c3ccccc3OC)c(C#Cc3cncn3C)c2c1	13.7	.
CC(NCc1ccc(F)cc1)C(=O)Nc1cc(S(=O)(=O)N2CCCCC2)ccc1Cl (configuration not stated)	19.9	-0.5
Cc1ccc(N(CC(=O)NCc2ccco2)C(=O)CCC(=O)Nc2ccccn2)cc1C	20.6	-1.9
COc1cc(S(=O)(=O)NCCCN2CCOCC2)ccc1-n1cnnn1	9.3	-2.1
OCC[C@H]1C[C@H](O)[C@@H](O)[C@@]2(Cc3ccccc3CCO2)O1	14.6	-1.0
CC(C)CNC(=O)c1cccc(NC(=O)C(C)Oc2ccccc2)c1 (configuration not stated)	35.0	2.3
O=C1c2ccccc2C(O)N1Cc1ccccc1 (configuration not stated)	2.2	-0.3
CS(=O)(=O)N(CC(=O)Nc1cccnc1)c1ccc2c(c1)OCO2	6.7	-0.5
CCOC(=O)c1[nH]c2ccc(OCC)cc2c1NC(=O)CN1CCC2(CC1)OCCO2	14.3	1.2
CC(=O)Oc1cccc(C2C3=C(CC(C)(C)CC3=O)Nc3ccccc3N2C(C)=O)c1 (configuration not stated)	-8.8	-1.3
CCN(CC)CCN1C(=O)C(=O)/C(=C(/O)c2c(C)[nH]c(C(=O)OC)c2C)C1c1ccco1 (configuration not stated)	13.5	-0.6
CCOC(=O)c1c(C)[nH]c(C)c1C(=O)CSc1nc2ccccc2n1CC	53.8	-1.4
CCC(C)NC(=O)C1(NC(=O)Nc2ccccc2)CCCCC1 (configuration not stated)	9.7	-2.9
CN1C(=S)SC(/[N+]([O-])=C\c2ccccc2)C1(C)C (configuration not stated)	17.4	-0.2
S=C(Nc1ccccc1)Nc1ccc(Br)cc1	5.8	-1.6
Cc1nc(N2CCN(c3ccccn3)CC2)c2c(C)c(C(=O)Nc3ccccc3F)sc2n1	6.2	0.4
Cc1nc2nc(SCC(=O)O)nn2c(C)c1Cc1ccccc1Cl	3.8	-2.5
CCCN1C(=O)C(Cc2nc3ccccc3c(=O)n2-c2ccccc2)c2ccccc21 (configuration not stated)	7.6	-0.8
Cc1ccc(C)c2[nH]c(=O)c(CCNC(=O)CC(C)C)cc12	-1.6	-1.8
CCOc1ccc(N(CC(=O)NC2CCCCC2)C(=O)CCC(=O)Nc2ccccn2)cc1	31.5	0.2
COC(=O)C(NC(=O)c1ccc(OC)cc1)(Nc1ncc(S(=O)(=O)c2ccc([N+](=O)[O-])cc2)s1)C(F)(F)F (configuration not stated)	17.0	-1.3
COCCn1c(SCc2cc(=O)n3cc(C)ccc3n2)nc2ccccc2c1=O	14.9	-1.6
CCCCOc1ccc(C(=O)N(Cc2ccccc2)C2CCS(=O)(=O)C2)cc1 (configuration not stated)	17.4	-1.8
Cc1cc(C)c(S(=O)(=O)N2CCOC2CNC(=O)C(=O)NCCN(C)C)c(C)c1 (configuration not stated)	15.9	-0.6
Cn1cc(CN2CCN(Cc3cccnc3)CC2)c(-c2ccc3c(c2)OCCO3)n1	3.4	4.7
COc1ccc(C(=O)CCN2CCC(C)CC2)cc1	-4.1	0.4
O=c1c(-c2ccccc2)c(-c2ccccc2)oc2cc(O)cc(O)c12	11.8	-2.2
Cc1ccc(OCc2ccc(C(=O)Nc3nccs3)o2)cc1	4.6	-2.3
CCOc1ccc(NC2=NCC(=O)N2CCc2ccccc2)cc1	16.3	-1.1

Looked up above:
CCOc1ccc(NC2=NCC(=O)N2CCc2ccccc2)cc1 – OX1R FRET antag = 16.3
Cc1cc(C)c(S(=O)(=O)N2CCOC2CNC(=O)C(=O)NCCN(C)C)c(C)c1 (configuration not stated) – STK33 inh = -0.6
Cc1ccc(OCc2ccc(C(=O)Nc3nccs3)o2)cc1 – OX1R FRET antag = 4.6
COC(=O)C(NC(=O)c1ccc(OC)cc1)(Nc1ncc(S(=O)(=O)c2ccc([N+](=O)[O-])cc2)s1)C(F)(F)F (configuration not stated) – OX1R FRET antag = 17.0
Cc1ccc(C)c2[nH]c(=O)c(CCNC(=O)CC(C)C)cc12 – STK33 inh = -1.8
Cn1cc(CN2CCN(Cc3cccnc3)CC2)c(-c2ccc3c(c2)OCCO3)n1 – STK33 inh = 4.7
CCCCOc1ccc(C(=O)N(Cc2ccccc2)C2CCS(=O)(=O)C2)cc1 (configuration not stated) – OX1R FRET antag = 17.4

Later entries:
SMILES	OX1R FRET antag	STK33 inh
Cc1ncc(CO)c(/C=N/Nc2ccc(C(F)(F)F)cn2)c1O	15.2	4.5
CCN(CC)CCNC(=O)C(=O)NCC1OCCN1S(=O)(=O)c1ccc2c(c1)OCCO2 (configuration not stated)	10.0	-0.9
CC(C)(C)c1ccc(O)c(N=Cc2cc3c(cc2[N+](=O)[O-])OCO3)c1	19.6	-0.5
COc1cccc(C(=O)CSc2nnc(COc3cccc4cccnc34)o2)c1	19.3	-1.5
Cc1ccc(NS(=O)(=O)c2coc(C(N)=O)c2)cc1F	2.0	0.5
CC(C)OCCCNC(=S)NNC(=O)C(c1ccccc1)c1ccccc1	3.6	0.9
CCc1ccc(/C=N/n2c(C)cc(C)c(C#N)c2=O)cc1	18.4	0.7
O=C(CCNS(=O)(=O)c1ccc(Cl)cc1)N1CCCCCC1	5.2	-1.7
CC(C)[C@@H](C(=O)N[C@@H](Cc1ccccc1)C(=O)O)N1C(=O)N2CCc3c([nH]c4ccccc34)[C@@]2(C)C1=O	30.6	0.8
CC(=O)c1ccc(NC(=O)CNCc2cccs2)cc1	9.1	-1.2
O=Cc1ccc(N2Cc3ccccc3C2)cc1	0.5	1.7
CC1OC(Nc2ccc(N=Nc3ccccc3)cc2)C(O)C(O)C1O (configuration not stated)	6.1	-1.2
COc1cc(C(=O)NNC(=O)c2ccco2)cc(OC)c1OC	18.7	-2.6
CS(=O)(=O)N(Cc1ccccc1)c1ccc(C(=O)Nc2ccccc2C(=O)O)cc1	8.5	.
Cn1nccc1C(=O)Nc1ccc(S(=O)(=O)N2CCCC2)cc1	4.2	-1.0
NC(=O)C1CCCN(C(=S)Nc2cccc3ccccc23)C1 (configuration not stated)	22.8	-0.2
COC(=O)Cc1ccc(Oc2ncc(C(F)(F)F)cc2Cl)cc1	6.4	-2.6
COc1ccc(-c2csc(NC3OC(=O)c4c3ccc(OC)c4OC)n2)cc1OC (configuration not stated)	4.2	-2.4
O=C(CN1CCN(c2nc(-c3ccccc3)cs2)CC1)NCc1ccc2c(c1)OCO2	14.9	-0.8
CSCCC(=O)N1CCC(n2nccc2NC(=O)CCc2ccccc2)CC1	.	0.3
CC(=O)c1ccc(OCC(C)Oc2ccc(C#N)cc2)cc1 (configuration not stated)	19.2	-1.4
O=C(NCc1ccco1)c1ccc(CN2CCOCC2)cc1	14.2	-1.1
Cn1ncc(N=Cc2c(O)ccc3ccccc23)c1C(=O)Nc1cccc(Cl)c1	12.4	-1.0
O=C(Nc1ncccn1)c1ccc([N+](=O)[O-])cc1	58.1*	1.0
CC(=O)c1cccc(OCC(=O)N2CCCc3ccccc32)c1	16.2	-0.4
Cc1cc(C(=O)Nc2ccccc2C(=O)O)oc1C	19.1	0.4
CC(=O)c1cccc(NC(=O)COC(=O)c2ccc(S(C)(=O)=O)c([N+](=O)[O-])c2)c1	30.7	-0.1
Cc1ccc(-n2nc3c(=O)n(CCCC(=O)NCCc4ccccc4C)nc(C)c3c2C)cc1	8.4	-2.1
O=C1N=C(N2CCOCC2)S/C1=C\c1ccccc1OS(=O)(=O)c1ccccc1	11.3	-2.2
Cc1ccc(-n2nnnc2SC(C)C(=O)Nc2ccc(Cl)cn2)cc1 (configuration not stated)	8.6	-1.1
CC1(C)Cc2c(C#N)c(SCc3ccccc3)nc(N3CCOCC3)c2CO1	16.8	0.1
O=C(NCc1n[nH]c(=S)n1-c1cccc(C(F)(F)F)c1)c1ccc(S(=O)(=O)N2CCCCC2)cc1	8.8	1.1
CN(Cc1cccc(Cl)c1Cl)C(=O)CCNC(=O)c1ccco1	16.7	-0.2
CCCc1cc(=O)n2[nH]c(SCc3ccc(Cl)cc3)nc2n1	16.0	-1.1
